Screens (PubChem BioAssay)
RORg inh: qHTS for inhibitors of ROR gamma transcriptional activity | Nuclear receptor ROR-gamma (Mus musculus), P51450 | Drosophila S2 Gal4-RORgamma UAS-luciferase reporter, 20 h | Potency, µM (highest dose often 53.6 µM), inactives show at the highest dose activity change, negative = inhibition, actives largely listed as inhibitors | hit rate 5.4% among 310,000 | AID 2551, 2010; note: % is set by controls: 0 for no effect and ±100 for the full control effect; nearly all actives have a fitted effect of over 60% in size
Target sequence (P51450 whole entry, looked up, the tested form may be a part): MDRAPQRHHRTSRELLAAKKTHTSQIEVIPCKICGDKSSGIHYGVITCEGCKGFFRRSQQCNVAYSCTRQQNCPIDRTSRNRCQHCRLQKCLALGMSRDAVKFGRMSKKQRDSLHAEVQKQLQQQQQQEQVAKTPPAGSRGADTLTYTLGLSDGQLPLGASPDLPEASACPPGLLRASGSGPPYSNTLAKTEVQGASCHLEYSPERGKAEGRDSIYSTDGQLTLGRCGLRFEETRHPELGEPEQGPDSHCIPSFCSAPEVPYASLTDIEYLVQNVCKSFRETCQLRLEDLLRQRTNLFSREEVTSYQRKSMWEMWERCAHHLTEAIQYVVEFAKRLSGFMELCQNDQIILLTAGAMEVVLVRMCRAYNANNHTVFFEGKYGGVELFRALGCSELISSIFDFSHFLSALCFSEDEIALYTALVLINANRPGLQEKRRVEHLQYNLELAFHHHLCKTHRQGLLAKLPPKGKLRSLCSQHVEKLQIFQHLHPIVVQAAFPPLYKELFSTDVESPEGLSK
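A Gal4/UAS one-hybrid system in insect cells: metallothionein-promoter Gal4–ROR gamma fusion plus Photinus luciferase reporter. Copper sulfate 700 uM final, 20 hr ambient incubation, luminescent detection after 10 min with reagent.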
NPC1 promoter act: qHTS Assay for NPC1 Promoter Activators; Huh7 NPC1 promoter luciferase reporter, 24 h; Potency, µM (doses to about 9.22 µM), for the others: top-dose activation, actives largely listed as activators; hit rate 2.4% among 320,000; AID 485313, 2010;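 note: % of control where 0% means no effect; nearly all actives have a fitted effect of over 60% in size; reporter is driven by a mutant NPC1 promoter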
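Luciferase expression driven by the NPC1 promoter was measured in stably transfected Huh7 cells after a 24 h compound incubation, using a luciferase reagent and a luminescence read.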
VP16 counter: VP16 counterscreen qHTS for inhibitors of ROR gamma transcriptional activity. AID 2546, 2010. hit rate 3.5% among 310,000. Drosophila S2 Gal4-VP16 UAS-luciferase, luminescence, 20 h. Potency, µM (doses to about 53.6 µM), for inactives: at the top dose activity, negative = inhibition, actives largely listed as inhibitors;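 note: Gal4-VP16 expression switched on by copper sulfate through the metallothionein promoter; % is set by controls: 0 for no effect and ±100 for the full control effect; nearly all actives have a fitted effect of over 50% in size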
BRCA1 expr up: qHTS Assay to Identify Small Molecule Activators of BRCA1 Expression; hit rate 1.1% among 380,000; AID 624202, 2012; MCF7-BRCA1-FFLuc reporter, luminescence, 48 h; response scale: scaled: vehicle 0%, 10 µM genistein 100%; Potency, µM (doses to about 46.1 µM), without a hit: at the highest dose activation, usual class: activators; note: nearly all actives have a fitted effect of over 80% in size; some results filed as inactive show a strong effect at the top dose
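Reporter cells (MCF7, BRCA1 promoter-firefly luciferase) received library compounds across a concentration series for 48 h. End-point luminescence was measured and concentration-effect curves derived after normalization.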
p53 reactivation: qHTS assay for re-activators of p53 using a Luc reporter | H1299 p53-A138V BP100-luciferase reporter, luminescence, 24 h | Potency, µM (top dose mostly 92.2 µM), for the others: at the top dose activity change, positive = activation, usual class: activators | hit rate 0.063% among 320,000; note: % of control where 0% means no effect; nearly all actives have a fitted effect of over 45% in size
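H1299 (p53-null), stable ts p53-A138V + BP100-Luc; 1000 cells/well, Opti-MEM/10% FBS; cpd 4 pt, 1:5; 24 h, 37 deg C, 5% CO2; detection reagent 10 min RT; luminescence.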
uPA surface inh: qHTS for Inhibitors of Cell Surface uPA Generation; hit rate 0.31% among 330,000; Potency, µM (highest dose often 38.3 µM), inactives show top-dose activity change, negative = inhibition, hits mostly inhibitors; cell surface uPA generation assay, qHTS; AID 540303, 2011; active = well fitted inhibition curve with a large enough effect; inconclusive = small, poorly fitted or top-dose-only effect; inactive = no such curve, though single readings can be large or run the other way; tested in mouse RAW 264.7 cells; note: % is set by controls: 0 for no effect and ±100 for the full control effect; nearly all actives have a fitted effect of over 55% in size
MBNL1-CUG inh: qHTS Assay for Inhibitors of MBNL1-poly(CUG) RNA binding. AID 2675, 2010. hit rate 0.036% among 280,000. TR-FRET MBNL1-His/biotin-(CUG)12 binding, 665/545 ratio. Potency, µM (series often up to 57.5 µM), for inactives: at the highest dose activity change, negative = inhibition, hits mostly inhibitors. Muscleblind-like protein 1 (Homo sapiens), Q9NR56; active = well fitted inhibition curve with a large enough effect in the signal ratio, with a control signal flat, not every such curve was filed as active; inconclusive = small, poorly fitted or top-dose-only effect, or effect the other way, or a change in a side signal; inactive = no such curve, though single readings can be large or run the other way; the % refers to the signal ratio; note: % is set by controls: 0 for no effect and ±100 for the full control effect
Target sequence (Q9NR56 whole entry, looked up): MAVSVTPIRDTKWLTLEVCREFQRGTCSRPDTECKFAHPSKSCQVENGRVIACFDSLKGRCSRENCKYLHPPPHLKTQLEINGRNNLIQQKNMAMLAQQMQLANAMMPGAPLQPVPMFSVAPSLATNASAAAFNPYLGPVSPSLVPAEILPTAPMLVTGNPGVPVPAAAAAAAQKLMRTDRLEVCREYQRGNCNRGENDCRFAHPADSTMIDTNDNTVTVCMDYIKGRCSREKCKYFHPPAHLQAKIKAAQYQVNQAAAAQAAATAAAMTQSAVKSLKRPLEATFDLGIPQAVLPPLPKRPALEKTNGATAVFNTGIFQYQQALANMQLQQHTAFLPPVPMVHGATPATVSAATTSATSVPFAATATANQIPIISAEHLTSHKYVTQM
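TR-FRET readout: Ex 340 nm, 665/545 nm emission ratio, normalized to buffer-only (basal) and MBNL1-(CUG)12 controls. Complex of MBNL1-His with Biotin-(CUG)12, compounds 92 nM–58 uM, incubated 60 min at room temperature.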
ELG1 genotox: qHTS screen for small molecules that induce genotoxicity in human embryonic kidney (HEK293T) cells expressing luciferase-tagged ELG1. HEK293T ELG1-luciferase reporter, luminescence, 16 h. Potency, µM (titrated, usually from 46 µM), for the others: top-dose activity change, positive = activation, hits mostly activators. hit rate 1.3% among 330,000; note: % of control where 0% means no effect; nearly all actives have a fitted effect of over 60% in size
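Genotoxic stress is detected as increased luminescence from luciferase-tagged ELG1 in HEK293T cells, measured with ONE-Glo after a 16 hr treatment at 37 °C.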
FLuc modulator: qHTS profiling assay for firefly luciferase inhibitor/activator using purifed enzyme and Km concentrations of substrates (counterscreen for miR-21 project); Potency, µM (top dose mostly 57.5 µM), for the others: at the highest dose activity change, negative = inhibition, hits mostly inhibitors; purified FLuc, Km substrates, luminescence inhibition; Luciferin 4-monooxygenase (Photinus pyralis), P08659; AID 588342, 2011; hit rate 6.9% among 360,000;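 note: plate controls were vehicle for no effect and reference inhibitor for full effect; nearly all actives have a fitted effect of over 55% in size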
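Biochemical qHTS of compounds, final roughly 60 µM downward over six points, against 10 nM purified firefly luciferase using Km concentrations of substrates (10 uM D-luciferin, 10 uM ATP) in Tris acetate pH 7.5 buffer; luminescence output.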
Rab9 prom act: qHTS Assay for Rab9 Promoter Activators | Potency, µM (top dose mostly 9.22 µM), for inactives: at the top dose activation, negative = inhibition, most hits filed as activators | Huh7 Rab9 promoter-luciferase reporter, luminescence, 24 h | hit rate 2.8% among 320,000 | AID 485297, 2010; note: % of control where 0% means no effect; nearly all actives have a fitted effect of over 60% in size
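Cells were plated at 1500 per well in reduced-serum medium with 10% FBS and left 2 h. Compound in DMSO was then added for 24 h at 37 °C. Reporter signal was read by luminescence after 10 min with luciferase detection reagent.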
An asterisk follows results filed as active; ? = inconclusive; · = not tested or not shown; [ ] = dose if it differs, or a comment. Unless noted, calls come from the whole dose curve; as a rule, active = well fitted curve in the direction sought with a large enough effect; inconclusive = small, poorly fitted or top-dose-only effect, or another doubt; inactive = no such curve, though single readings can be large; an effect the other way counts as inactive or inconclusive. Potency is the fitted concentration of half-maximal effect.

SMILES	RORg inh	NPC1 promoter act	VP16 counter	BRCA1 expr up	p53 reactivation	uPA surface inh	MBNL1-CUG inh	ELG1 genotox	FLuc modulator	Rab9 prom act
Cc1ccc(SCCSc2ncccn2)cc1	-11%	1.3µM*	-12%	166%	-4%	-4%	-1%	?	1.7µM*	2µM*
CC/C(=N\NC(=O)CCC(=O)NCc1ccccc1)c1ccc(O)cc1	7%	-28%	6%	-17%	-1%	-4%	-10%	2%	-2%	-24%
Oc1ccc2ccccc2c1CN1CCN(C/C=C/c2ccccc2)CC1	?	-1%	?	-9%	·	-3%	-2%	-2%	0%	-2%
Clc1ccc(-c2nc3ncccn3c2Cl)cc1	16%	26%	10%	8%	6%	-12%	28%	-8%	?	?
COc1cccc(/C=N/NC(=O)c2cccc([N+](=O)[O-])c2)c1OS(=O)(=O)c1ccc(C)cc1	-20%	-5%	-1%	-53%	-2%	2%	11%	-10%	0%	0%
CCOc1ccccc1-n1c(SCC(N)=O)nnc1-c1cccnc1	1%	10%	1%	9%	-3%	-2%	-5%	0%	5%	1%
Cc1c(Cl)cccc1N=C(N)N=C(N)N	?	-6%	-3%	-33%	-4%	-5%	-3%	-10%	3%	-3%
Cn1c(=O)c(C(=O)NCC2CCCO2)c(O)c2ccccc21 (stereo not given)	-42%	17%	?	4%	8%	-3%	-8%	?	?	?
CC(=O)c1ccc(-n2c(CCC(=O)O)ccc2-c2ccc(Cl)cc2)cc1	35%	3%	0%	-33%	-2%	-16%	-1%	-1%	-1%	-3%
Cc1ccc2occ(/C=N/NC(=O)c3ccccc3Br)c(=O)c2c1	-21%	2%	-15%	40%	-2%	-11%	-5%	-10%	5%	4%
CC(C)(C)CN1CCC(Oc2cccc(C(=O)N3CCC[C@H]3CO)c2)CC1	-23%	-4%	-9%	-4%	2%	-1%	0%	-1%[9.26 µM]	2%	-4%
O=C(NCc1ccc(Cl)cc1)C1CCCO1 (stereo not given)	5%	-2%	6%	5%	-2%	0%	-6%	0%	-1%	-9%
COc1ccc2[nH]c(CN3CCN(C(C)C)C(CCO)C3)c(C)c2c1 (stereo not given)	-3%	-3%	-9%	-4%	2%	6%	-10%	0%	0%	0%
CCC(=O)Nc1nc2ccccc2n1Cc1ccccc1Cl	0.4µM*	-2%	2.8µM*	-40%	2%	?	-7%	3%	0%	-8%
CCCCc1c(C)nc2nc(SCc3ccc(Cl)cc3)[nH]n2c1=O	?	-1%	3%	0%	-3%	-8%	-5%	-2%	-19%	-3%
Oc1cccc(/C=N/Nc2ccc(Cl)nn2)c1	43%	21%	-4%	102%	15%	-5%	?	?	?	16%
CCCC(=O)c1ccc(N2CCCC2)c(F)c1	?	28%	-2%	0%	?	-1%	2%	?	15µM*	?
Cc1nn(-c2ccc(F)cc2)c2sc(C(=O)N3CCCCCC3)cc12	1%	5%	14%	14%	11%	11%	3%	?	?	24%
C=CCSc1nc(N2CCOCC2)c2c(c1C#N)CC(C)(C)N(C)C2	11%	-8%	0%	2%	-4%	-18%	2%	-2%	0%	0%
Cc1cc(Nc2ccc(F)cc2)n2nc(C)nc2n1	21%	-1%	-5%	-10%	-2%	14%	-8%	4%	9%	-12%
Nc1nc2c(nc(SCc3ccccc3Br)n2C2OC(CO)C(O)C2O)c(=O)[nH]1 (stereo not given)	7%	-3%	-1%	-1%	-2%	-2%	1%	0%	2%	-2%
C[C@H](CO)N1C[C@H](C)[C@@H](CN(C)S(=O)(=O)c2ccc(F)cc2)Oc2c(NS(=O)(=O)c3ccccc3)cccc2C1=O	·	·	·	-7%	-8%	3%	·	-3%	·	·
CCN(C[C@H]1N[C@@](C)(C(=O)OC)[C@H]2C(=O)N(Cc3ccccc3)C(=O)[C@@H]12)C(=O)Nc1ccc(Cl)cc1	·	·	·	-19%	-4%	-20%	·	1%	·	·
O=C(O)c1ccccc1NCc1ccncc1	-8%	2%	-12%	1%	-5%	·	-11%	0%	0%	2%
COc1ccc(NC(=O)C(=O)N/N=C/c2cccnc2)cc1	15%	1%	-10%	-17%	2%	-1%	-2%	-1%	6%	0%
CCCCNc1ccc2oc(-c3ccc(OC)cc3)c(-c3ccc(OC)c(F)c3)c2c1	·	·	·	0%	3%	4%	·	5%	·	·
CCCCCCNC(=O)CCc1nc2cccnc2n1Cc1ccc(OC)cc1	2%	-7%	3%	-6%	-1%	-1%	2%	0%	0%	-3%
CC(=O)Oc1ccc2c(c1)c(C(C)=O)c(C)n2C	32%[0.365 µM]	-4%	·	3%	-28%	·	-5%	-10%	1%	-5%
COCCNc1nc(C)c(C(C)=O)s1	3%	-6%	0%	-15%	1%	3%	0%	0%	-2%	0%
Cc1ccccc1NCN1C(=O)C2C3C=CC(C3)C2C1=O (stereo not given)	-3%	-1%	0%	1%	0%	-8%	2%	4%	2%	-1%
O=C(COc1ccc(-c2ccccc2)cc1)NNC(=O)Nc1ccccc1	·	1%	·	11%	6%	-8%	·	-3%	-7%	-5%
CCOC(=O)c1ccn(-c2nc(-c3ccco3)cc(C(F)(F)F)n2)n1	?	-1%	3%	-14%	0%	13%	?	-25%	1%	-8%
CCN(CC)S(=O)(=O)c1cccc(NC(=O)c2ccccc2Br)c1	7%	-2%	-15%	-1%	-5%	3%	-9%	-6%	-4%	3%
O=C(NCc1nnnn1-c1ccc(F)c(F)c1)c1cc2ccccc2o1	·	-3%	·	-16%	-6%	-3%	·	-6%	4%	-3%
CN1CCN(NC(=O)c2ccc(Br)s2)CC1	7%	-2%	-12%	-3%	-3%	0%	-8%	-3%	-2%	-4%
O=C(/C=C/c1ccccc1Cl)c1ccc(O)cc1	10µM*	-4%	?	62%	?	-14%	-3%	13%	9.5µM*	1%[1.84 µM]
COc1ccc(N2CCN(C(c3cccc(OC)c3OC)c3nnnn3C3CCCC3)CC2)cc1 (stereo not given)	17%	-5%	1%[0.365 µM]	-42%	-3%	-11%	-3%	-11%	0%	-1%
COCCCNC(=O)Cn1c(=O)n(CC(=O)N2CCCCC2)c(=O)c2sccc21	-1%	-3%	-7%	-11%	?	-20%	-3%	0%	0%	1%
COc1ccccc1N1CCN(C(=O)C2CCN(S(=O)(=O)c3ccc(Cl)cc3)CC2)CC1	?	-4%	-9%	-32%	23%	-11%	-1%	-5%	2%	-8%
CC1=C(C#N)c2nc(N)c(C#N)c(C)c2/C1=C\c1ccc(-c2ccccc2C(=O)O)o1	-17%	-3%	2%	6%	4%	-6%	28%	-15%	?	-3%
COc1ccc(/C=N/NC(=O)CCNc2n[nH]c(=O)[nH]c2=O)c(OC)c1	-2%	-2%	-4%	1%	-3%	-1%	?	-1%	-6%	4%
CCOC(=O)c1cc2c(ccn2C)n1CC(=O)N1C(C)CCCC1C (stereo not given)	12%	-3%	3%	-10%	-3%	-13%	-7%	-8%	-3%	0%
c1cncc(-c2csc(NCc3ccco3)n2)c1	21%	22%	3%	76%	18%	-1%	1%	15%	?	25%
COc1ccc2[nH]c(C(=O)O)c(NS(=O)(=O)c3ccc(Cl)s3)c2c1	6%	-3%	-3%	3%	-2%	0%	0%	-3%	2%	-7%
COc1ccc(/C=N/Nc2ccc(C(=O)O)cc2)cc1OC	1.6µM*	0.32µM*	0.45µM*	25%	-3%	0%	?	?	1.3µM*	0.32µM*
CN1/C(=C\C=N\O)C(C)(C)c2ccccc21	-19%	8%	-19%	3%	-2%	-1%	-2%	2%	0%	-1%
C[C@H]1CN=C(Nc2ccccc2)N1CCCC1CCCC1	-11%	0%	-7%	-22%	·	?	12%	-12%	-1%	-4%
COc1ccccc1C(=O)NC(=O)CSc1nc2nc(C)cc(C)n2n1	·	-7%	·	-4%	-1%	0%	·	0%	0%	0%
CCOP(=O)(OCC)c1nc(-c2ccccc2)oc1NCc1ccccc1	44%	-5%	-2%	-17%	-8%	0%	·	1%	3%	0%
CCOC(=O)N1CCN(C(=O)C2CCN(S(=O)(=O)c3cc(C)ccc3OC)CC2)CC1	17%	0%	-7%	-5%	3%	-2%	-1%	-2%	-1%	-11%
O=C(CSc1nnnn1-c1cccnc1)Nc1ccc(F)cc1F	32%	3%	-2%	-4%	-2%	15%	-3%	-5%	-1%	0%
O=c1c(-c2ccnn2-c2cccc(Cl)c2)cnc2n1CCS2	?	1%	15%	1%	6%	0%	-4%	1%	0%	2%
Cc1ccc(C(=O)NNC(=O)C2CCN(c3nc(C)cc(C)n3)CC2)cc1	3%	2%	-5%	-7%	10%	9%	-7%	1%	1%	3%
